PNC inhibitor: High Content Assay for Compounds that inhibit the Assembly of the Perinucleolar Compartment | PC3M PTB-GFP, PNC prevalence imaging, 16 h; active compounds read low | activity change (PNC), negative = inhibition, % at 10 µM | 140,000 compounds, 3.1% hits;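 active = readout at or below -70, meaning at least 70% loss of cells showing the perinucleolar compartment, a nuclear body marking cancer cells; inconclusive = readout between -30 and a set limit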;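 note: plate controls were DMSO wells for no effect and camptothecin positive control wells for full effect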
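PC3M cells stably expressing PTB-GFP, 750–1000 cells/well, treated 16 h at 37 °C with compound (23 nl of library stock), in duplicate. After paraformaldehyde fixation and Hoechst stain, imaged at 20x; PNC prevalence scored by image analysis.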
ALOX12 inhib: qHTS Assay for Inhibitors of 12-hLO (12-human lipoxygenase). Polyunsaturated fatty acid lipoxygenase ALOX12 (Homo sapiens), P18054. purified 12-hLO, xylenol orange hydroperoxide absorbance. Potency, µM (titrated, usually from 57.1 µM), inactives show top-dose activity change, negative = inhibition, actives largely listed as inhibitors. 150,000 compounds, 0.12% hits; note: potency is the fitted concentration of half-maximal effect; nearly all actives have a fitted effect of over 55% in size; many of its hits are not listed in these tables
Target sequence (P18054 whole entry, looked up): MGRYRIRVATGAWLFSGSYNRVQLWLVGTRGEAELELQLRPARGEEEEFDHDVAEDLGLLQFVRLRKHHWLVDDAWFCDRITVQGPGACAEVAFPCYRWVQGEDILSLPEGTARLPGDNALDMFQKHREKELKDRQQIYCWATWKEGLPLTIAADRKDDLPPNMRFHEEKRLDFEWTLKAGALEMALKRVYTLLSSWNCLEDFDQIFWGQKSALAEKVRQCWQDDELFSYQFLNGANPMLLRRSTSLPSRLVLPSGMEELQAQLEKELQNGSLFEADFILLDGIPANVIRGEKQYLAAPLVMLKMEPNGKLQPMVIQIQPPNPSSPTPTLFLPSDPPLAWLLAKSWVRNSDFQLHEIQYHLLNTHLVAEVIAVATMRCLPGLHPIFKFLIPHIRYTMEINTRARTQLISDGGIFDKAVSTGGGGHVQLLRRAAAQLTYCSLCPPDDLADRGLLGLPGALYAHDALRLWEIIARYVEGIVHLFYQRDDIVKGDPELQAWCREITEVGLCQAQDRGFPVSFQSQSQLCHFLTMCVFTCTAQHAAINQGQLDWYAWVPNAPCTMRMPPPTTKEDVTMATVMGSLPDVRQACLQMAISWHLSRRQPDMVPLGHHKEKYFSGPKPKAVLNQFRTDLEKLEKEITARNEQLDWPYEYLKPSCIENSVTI
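150 nM 12hLO, 25 mM Hepes pH 7.0 + 0.01% Triton X-100; cpd preinc 15 min RT; 40 uM arachidonic acid, 30 min RT; Fe-XO 30 min; A573/A405 ratio as read-out.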
15-hLO-2 inh: qHTS Assay for Inhibitors of 15-hLO-2 (15-human lipoxygenase 2) | purified 15hLO-2, xylenol orange hydroperoxide absorbance | AID 881, 2007 | 110,000 compounds, 0.56% hits | Potency, µM (titrated, usually from 57.1 µM), for the others: top-dose activity change, negative = inhibition, usual class: inhibitors | Polyunsaturated fatty acid lipoxygenase ALOX15B (Homo sapiens), O15296; note: potency is the fitted concentration of half-maximal effect; nearly all actives have a fitted effect of over 60% in size; many of its hits are not listed in these tables
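Purified human 15hLO-2 (50 nM) preincubated 15 min with compound, then 45 uM arachidonic acid for 90 min at RT in 25 mM Hepes pH 7.5, 0.01% Triton X-100. Hydroperoxide detected by Fe-xylenol orange; 573/405 nm absorbance ratio.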
IMPase inh: qHTS Assay for Identifying the Cell-Membrane Permeable IMPase Inhibitors; Inositol monophosphatase 1 (Rattus norvegicus), P97697; CHO-M1 cells, IP1 accumulation, HTRF TR-FRET ratio; 120,000 tested, under 10 active; inhibition (IP1 accumulation), % at 46.1 µM; active = well fitted curve in the direction sought with a large enough effect in the signal ratio, not every such curve was filed as active; inconclusive = small, poorly fitted or top-dose-only effect, or a change in a side signal; inactive = no such curve, though single readings can be large or run the other way; the % refers to the signal ratio;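 note: cells stimulated with carbachol in lithium chloride buffer; plate controls were DMSO basal wells for no effect and reference inhibitor wells for full effect; higher means more IMPase inhibition seen as more IP1 and lower FRET ratio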
Target sequence (P97697 whole entry, looked up): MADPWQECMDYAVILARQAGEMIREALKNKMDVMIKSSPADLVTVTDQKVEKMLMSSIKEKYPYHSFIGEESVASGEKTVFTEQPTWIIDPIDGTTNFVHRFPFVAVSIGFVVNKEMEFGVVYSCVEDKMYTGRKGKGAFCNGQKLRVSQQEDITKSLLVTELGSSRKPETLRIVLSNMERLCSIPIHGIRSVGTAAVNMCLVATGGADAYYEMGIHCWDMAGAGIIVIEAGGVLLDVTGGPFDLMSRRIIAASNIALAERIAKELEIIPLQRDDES
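Measured: the HTRF emission ratio (665/620 nm) plus the 620 nm donor channel, each fitted to the Hill equation to give AC50. Cells were CHO-M1 given compounds up to 46 uM and a 30 min carbachol stimulation at 37C.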
Numbers without * were called inactive; u = inconclusive; x = not tested or not shown; & = joins results of further samples; [ ] = dose if it differs, or a comment. Unless noted, calls come from the whole dose curve; as a rule, active = well fitted curve in the direction sought with a large enough effect; inconclusive = small, poorly fitted or top-dose-only effect, or another doubt; inactive = no such curve, though single readings can be large; an effect the other way counts as inactive or inconclusive. Unless noted, % is set by controls: 0 for no effect and ±100 for the full control effect.

cpd	canonical_smiles	PNC inhibitor	ALOX12 inhib	15-hLO-2 inh	IMPase inh
1	CCOc1ccccc1NC(=O)CSc1c(C)n[nH]c1C	u	0.5%	-2.8%	-10.4
2	Cc1nc2c(c(C)c1C#N)C(=O)c1ccccc1-2	-96.3*	-0.2%	x	x
3	CCCCn1c(SCc2ccccn2)nc2c1c(=O)n(C)c(=O)n2C	407.1	5.7%	x	5.1
4	COc1ccc(CCn2c(-c3ccco3)nc3nc4ccccc4nc32)cc1OC	u	-15.3%	-23.6%	7.1
5	Cc1ccccc1NC(=S)N(CCCN1CCC(C)CC1)Cc1ccco1	-23.6	-0.6%	x	x
6	Cc1c(NC(=O)c2ccc(N3CCCC3)c([N+](=O)[O-])c2)cccc1-c1nc2ccccc2s1	u	-1.9%	-13.4%	-6.5
7	CC1(C)CC(=O)C2=C(C1)N(c1ccccc1)C(N)=C(C#N)C2c1ccccc1 (stereo not given)	15.4	5.0%	x	9.3
8	CC(=O)c1cccc(NS(=O)(=O)c2c(C)n[nH]c2C)c1	u	-4.7%	-2.7%	1.6
9	CCCc1nn(CCc2ccccn2)c(N)c1CC	-8.1	-1.7%	4.6%	9.0
10	CN1C(=O)C2(C(C#N)=C(N)N(c3ccc(Cl)cc3)C3=C2C(=O)CC(C)(C)C3)c2ccccc21 (stereo not given)	38.4	-2.1%	3.9%	-0.6
11	O=C(O)c1c(Cl)c(Cl)c(Cl)c(Cl)c1C(=O)Nc1ccc2cn[nH]c2c1	x	0.0%[11.4 µM]	-8.0%[11.4 µM]	x
12	Cc1ccc(S(=O)(=O)N2CCN(C3CC(=O)N(CCc4ccccc4)C3=O)CC2)cc1C (stereo not given)	62.5	-2.3%	4.4%	2.7
13	O=S(=O)(O)c1cc(N=[N+]([O-])c2cc(S(=O)(=O)O)c3ccccc3c2)cc2ccccc12	x	-4.2%[11.4 µM]	-25.9%[11.4 µM]	x
14	O=C(CSc1cccc[n+]1[O-])Nc1cc2c(cc1Cl)C(=O)c1ccccc1C2=O	18.9	-3.6%	x	x
15	COc1ccc2c(c1)c(C(O)CN1CCC(Cc3ccccc3)CC1)c(C)n2C (stereo not given)	10.6	u	15.1%	10.0
16	O=C(Nc1ccccn1)c1cc2ccccc2o1	18.8	-2.7%	x	3.3
17	COc1ccc(NC(=O)NCCN2CCN(c3cccc(Cl)c3)CC2)cc1	36.9	5.1%	7.7%	-0.1
18	O=C(O)CSCc1ccc(Cl)cc1	22.5	0.7%	-0.8%	0.3
19	COCCN(C(=O)CC(C)(C)C)c1nnc(-c2cccnc2)s1	-5.6	3.0%	x	u
20	CCOC(=O)c1cccc(NC(=O)CSc2nnc(C3CCCCC3)n2CC)c1	18.5	-4.0%	3.0%	8.4
21	O=C(Nc1ccccc1OC(F)F)c1ccccc1	-13.2	-1.9%	5.5%	2.0
22	C=C1c2ccccc2O[C@H](C(=O)OCC)[C@@H]1C1CCCCC1 (tested in a mixture with another compound)	x	-12.2%[0.00818 µM]	-1.2%[0.0915 µM]	x
23	C/C(=C\c1ccccc1)CN1CCC(C(=O)N2CCCCC2)CC1	-15.8	-2.2%	x	x
24	NS(=O)(=O)c1ccc(NC(=O)COC(=O)c2c3c(nc4ccccc24)/C(=C\c2ccc4c(c2)OCO4)CCC3)cc1	u	-1.1%	x	x
25	C=CCOn1c(=O)c(-c2cccs2)[n+]([O-])c2ccccc21	-1.5	-1.8%	-13.7%	0.1
26	C=CCN=C1SCC(=O)N1S(=O)(=O)c1ccc(C)cc1	59.6	-4.7%	7.8%[2.29 µM]	-1.8
27	COc1ccc(-c2ccnc(-c3ccc(OCCCF)cc3)n2)cc1	u	1.7%	-2.8%[11.4 µM]	-4.4[1.84 µM]
28	CCCCNC(=O)Oc1cccc(N2CCCC2=O)c1	11.8	2.0%	2.0%	-6.9
29	C=C(C)CNC(=S)Nc1cccc2cnccc12	-13.5	-4.1%	x	-5.2
30	CC(=O)NCCn1c(SCc2ccc(C)cc2)nc2ccccc2c1=O	7.3	-9.2%	-2.3%	-0.6
31	O=C(CSc1nnc(Cc2cc(=O)[nH]c(=O)[nH]2)n1-c1ccc(Cl)cc1)NC1CCCC1	22.0	1.9%	-5.1%	2.6
32	CCCCSc1nc(C)cc(NC(=S)Nc2ccc(OC)cc2)n1	42.6	u	u	1.9
33	Cc1ccc(-c2nn(-c3ccccc3)cc2C(=O)N2CCOCC2)cc1	-14.8	-3.6%	4.1%	2.4
34	COc1ccc(C2C(C(=O)c3ccc(C)o3)=C(O)C(=O)N2c2cc(C)on2)cc1OC (stereo not given)	0.3	6.7%	3.8%	u
35	CCCCN1C2CCCC1CC(NC(=O)C1CCCCC1)C2 (stereo not given)	21.1	3.3%	x	10.8
36	COc1ccc(CN(Cc2cc3cc(C)ccc3[nH]c2=O)C(=O)N(C)C)cc1	50.6	-11.8%	3.8%	-2.6
37	C=CCNC(=O)COc1cc(C)ccc1C	35.3	-1.6%	x	x
38	CCOc1ccccc1NC(=O)C1CCCN(S(=O)(=O)c2c(C)[nH]c(=O)[nH]c2=O)C1 (stereo not given)	11.9	-2.4%	-5.8%	-4.3&4.1
39	CC(C)OC(=O)c1nnn(-c2nonc2N)c1CSc1ccccn1	-3.4	-15.2%	-7.5%	-3.6
40	COc1cc2c(cc1OC)C(=O)N(C)CC2	x	2.0%	-5.2%	0.5
41	CCCc1nnc(SCC(=O)N2CCCC2)n1CC1CCCO1 (stereo not given)	-7.0	1.9%	-11.1%	14.1
42	O=C(CCC(=O)Nc1ccccc1)NNC(=O)c1cccs1	34.5	3.7%	4.2%	3.0
43	CN1CCN(c2nc(-c3ccncc3)nc3ccccc23)CC1	21.5	5.6%	-0.1%	13.9
44	CCCC(=O)Oc1ccc2c(C)cc(=O)oc2c1	22.5	-2.2%	x	x
45	O=C(CCCCCCCCC(=O)N/N=C/c1ccco1)N/N=C/c1ccco1	13.7	-6.8%	x	x
46	CCN(Cc1nc2ccccc2c(=O)[nH]1)Cc1nc2cc(OC)c(OC)cc2c(=O)[nH]1	-17.4	3.3%	33.6%[activator]	-4.0
47	CCOc1ccc(/C=C/C(=O)Nc2ccc(N3CCOCC3)cc2)cc1	-24.2	3.3%	-11.9%	-7.2
48	Cc1nnc(NCc2n[nH]c(=O)c3ccccc23)c2ccccc12	-23.4	0.4%	4.5%	9.2
49	CCN(C(=O)c1cc2cccc(OC)c2oc1=O)c1ccccc1	23.0	1.4%	-2.0%	8.6
50	Cc1ccccc1OCCCCc1c(C)n[nH]c1C	48.9	-1.1%	10.6%	10.5
51	O=C(CCCCCCCC(=O)NCC1CCCO1)NCC1CCCO1 (stereo not given)	-7.1	30.3%[activator]	x	7.4
52	CCCOc1cccc(C(=O)Nc2cc(NC(=O)c3ccco3)ccc2OC)c1	u	-3.7%	10.0%	3.8
53	COc1cc(C)ccc1OCCOCCN(C)Cc1ccccc1	-8.9	-1.5%	x	x
54	COc1ccc(-c2noc(-c3cccc(Cl)c3)n2)cc1OC	33.3	9.5%	x	x
55	COc1ccnc(Oc2ccc(F)cc2)c1C(=O)N/C=N/OCc1ccc(Cl)cc1Cl	19.5	-2.3%	9.5%	18.0
56	OC(C#CCN1CCOCC1)c1cccs1 (stereo not given)	3.5	0.6%	-9.0%	1.0
57	N#[N+]c1ccc(Nc2ccccc2)cc1	x	-2.8%[11.4 µM]	-6.8%[11.4 µM]	x
58	N=C1C(c2nc(-c3ccc(F)cc3)cs2)=C(O)CN1CCCN1CCOCC1	0.0	2.0%	24.3%	2.3
59	COc1cc(C(=O)Nc2cc(-c3ccccc3)[nH]n2)cc(OC)c1OC	18.8	7.8%	39.1%[activator]	3.3
60	CCCn1c(SCC(=O)c2cc(C)n(-c3ccc4c(c3)OCO4)c2C)n[nH]c1=O	-27.9	-7.1%	x	-4.5

Remaining list, next part
cpd	canonical_smiles	PNC inhibitor	ALOX12 inhib	15-hLO-2 inh	IMPase inh
61	CCOC(=O)Cn1nnnc1CN(Cc1ccc(OC)cc1)Cc1cc2cc(C)ccc2[nH]c1=O	u	-6.1%	x	3.1
62	N#Cc1ccccc1Cn1c(=O)n(CCC(=O)NCc2ccco2)c(=O)c2ccccc21	u	-3.0%	x	x
63	O=C(CNC(=O)c1ccc(N2C(=O)c3ccccc3C2=O)cc1)OCC(=O)c1ccccc1	18.9	1.9%	x	x
64	O=C(Cn1ccc2ccccc2c1=O)NCCC(=O)NC1CCN(Cc2ccccc2)CC1	-85.9*	-1.8%	6.3%	6.3
65	C/C(=N\NC(N)=O)c1ccc(Cl)cc1	25.5	1.3%	5.8%	-5.0
66	Cc1ccc(-c2[nH]nc(N)c2N=Nc2ccccc2C)cc1	34.6	-20.2%	-10.6%	2.7
67	O=C(CN1C(=O)c2ccccc2C1=O)Nc1ccc2c(c1)OCO2	10.8	-3.3%	3.4%	12.1
68	Cc1noc(C)c1C(=O)OC(C)C(=O)Nc1ccc(S(=O)(=O)NC(C)C)cc1 (stereo not given)	u	1.6%	x	x
69	COc1ccc(CNC(=O)C(c2ccncc2)N(C(=O)Cc2cccs2)c2ccccc2)cc1 (stereo not given)	-13.6	2.7%	x	x
70	Cc1cc(=O)oc2cc(OCC(=O)Nc3cccc(S(=O)(=O)N(C)C)c3)ccc12	3.7	-1.8%	x	x
71	N#Cc1c(Nc2ccc(F)cc2)sc(C(=O)c2ccccc2)c1N	u	-0.3%	x	x
72	CC1CCc2nc(NC(=O)CN3CCOCC3)sc2C1 (stereo not given)	-10.2	-4.5%	5.6%[2.29 µM]	7.3
73	Cc1c(NC(=O)c2cc(-c3ccco3)on2)c(=O)n(-c2ccccc2)n1C	48.6	-2.8%	x	4.9
74	Cc1ccc2nc(N(CCN(C)C)C(=O)/C=C/c3cccs3)sc2c1	23.8	-3.8%	x	x
75	CCC(CC)COC(=O)C(C#N)c1nc2ccccc2nc1N1CCOCC1 (stereo not given)	u	-15.4%	-8.8%	6.9
76	Cn1c(-c2ccc(-c3ccccc3)cc2)c[nH]c1=S	16.4	u	u	u
77	O=C(/C=C\c1ccc2c(c1)OCO2)NC1(C(=O)Nc2ccc3c(c2)OCCO3)CCCCC1	u	-2.2%	x	x
78	C[N+](C)(N)CCC[N+](C)(C)N	x	3.5%[11.4 µM]	-3.4%[11.4 µM]	x
79	Cc1cccc(OCCC(=O)Nc2ccc(C)c(S(=O)(=O)N3CCCCC3)c2)c1	24.8	1.2%	x	-1.5
80	CCN(CC)C(=O)C(=O)c1cccn1-c1cccc(Cl)c1C#N	31.1	0.0%	-5.2%	10.6
81	Cc1ccc(CN2C(=O)N/C(=C\c3ccc(N4CCOCC4)cc3)C2=O)cc1	-6.2	-3.9%	x	x
82	CCC1CCCN1Cn1cnc2c([nH]c3ccc(OC)cc32)c1=O (stereo not given)	u	-0.5%	7.3%	2.8
83	O=C(O)C1CCCN1C(=O)Nc1ccccc1 (stereo not given)	6.3	6.0%	-1.6%	5.2

A portion of the library; the hit share may differ from the screen's.
